# SRC3 TRFRET art – counter-screen for PPARgamma SRC-3 recruitment agonists: TR-FRET artefact; PPARgamma/SRC-3 format; active compounds read high; TR-FRET ratio at 8 µM; 99,000 compounds, 0.39% hits; in the data active = TR-FRET ratio above about 2000; also: inactives centre near 1600; reference of the scale not given here
# SRC1 TRFRET art – flags TR-FRET format artefacts in PPARgamma SRC-1 recruitment agonist screen; 99,000 compounds, 0.34% hits; TR-FRET detection artefact counter-screen, emission ratio; active compounds read high; AID 1051; TR-FRET ratio at 8 µM; in the data active = TR-FRET ratio above about 2300; also: inactives centre near 1800; reference of the scale not given here
# The depositor's hits bear a star. These rows are one share of the data; count on the stated rates, not on these rows.
SMILES,SRC3 TRFRET art,SRC1 TRFRET art
CCOC(=O)N1CCC(NC(=O)c2ccc(N3CCC4(CC3)OCCO4)c([N+](=O)[O-])c2)CC1,1458,1578
O=[N+]([O-])c1ccc2nc(-[n+]3c(-c4ccccc4)cc(-c4ccccc4)cc3-c3ccccc3)[nH]c2c1,1714,2151
CN(C)CCSc1nnc(-c2ccccc2)o1,1660,1733
CSc1nc(O)c(/C=C2\C=Nc3ccccc32)[nH]1,1802,1667
Cc1ccc(NC(=O)NCc2ccccn2)cc1,1601,2100
CCOCCCNC(=O)C(c1ccc(OC)cc1)N(Cc1cccs1)C(=O)c1ccccn1 (centres undefined),1499,1922
COC(=O)CNc1nc(-c2ccccc2F)nc2ccccc12,1452,1789
Cc1ccc(C(=O)NCCSc2c(C)[nH]c3ccccc23)cc1[N+](=O)[O-],1632,1719
COC(=O)c1sc2nc(SCC(=O)N(C)c3ccccc3)n(N)c(=O)c2c1C,1551,2007
CCn1ncc(Br)c1C(=O)Nc1cc(C(=O)OC)ccc1C(=O)OC,1653,1656
CN(C)S(=O)(=O)c1cccc(C(=O)Nc2ccc(S(=O)(=O)N3CCCC3)cc2)c1,1433,1723
O=C(O)/C=C/c1cnc[nH]1,1578,1848
O=C(CSc1ccc(Cl)cc1)NC(=O)NCc1ccco1,1496,1920
CN1CCN(c2ccc(S(=O)(=O)N3CCCCC3)cc2NC(=O)Cc2ccc(Cl)cc2)CC1,1203,1643
O=C1NC(c2ccc(-c3ccccc3[N+](=O)[O-])o2)C(C(=O)c2ccc(Cl)cc2)C(O)(C(F)(F)F)N1 (centres undefined),1627,1712
CCCCNS(=O)(=O)c1ccc2nc(SCC(=O)Nc3cc(C)cc(C)c3)[nH]c2c1,1633,1482
Cc1cnc(CN(C)Cc2c(C(=O)N3CCc4ccccc4C3)nc3ccc(Cl)cn23)[nH]1,1545,1945
CC(C)CNC(=O)COC(=O)c1n[nH]c2ccccc12,1508,1935
Cc1c(Cl)cnc(NC(=O)COC(=O)c2ccc([N+](=O)[O-])s2)c1Cl,1678,1761
O=C(NC1(C(F)(F)F)NC(=O)N(C2CCCCC2)C1=O)C1CC1 (centres undefined),1570,2088
NS(=O)(=O)c1ccc(NC(=S)NCC2CCCO2)cc1 (centres undefined),1331,1985
CC(=O)c1cccc(NC(=S)NC(=O)c2ccccc2Br)c1,1448,1829
COC(=O)C(C)(C)ONC(=O)Nc1ccccc1Br,1522,1699
CCCCNC(=O)COc1ccccc1[N+](=O)[O-],1541,1867
CCCN(CCC)C(=O)Cn1c(=O)c2ccccc2n2c(=S)sc(-c3ccccc3C)c12,1628,2119
CC1=NN(c2ccccc2)C(=O)/C1=C/c1c(O)n(-c2ccc(F)c(Cl)c2)[nH]c1=O,1549,1876
O=C(O)/C=C/C(=O)NC1CCCCC1,1684,1679
CCS(=O)(=O)N1CCN(c2ccc(C(=O)NC3C4CC5CC(C4)CC3C5)cc2[N+](=O)[O-])CC1 (centres undefined),1465,1763
COC(=O)c1ccsc1NC(=O)c1ccccc1,1538,1693
O=C(CCCn1c(=O)[nH]c2cc(Cl)ccc2c1=O)NCCCN1CCN(c2ccc(F)cc2)CC1,1509,1866
CC1(C)CC(=O)N(CC(=O)N2CCN(c3ncccn3)CC2)c2ccccc2S1(=O)=O,1588,1765
COc1ccccc1N(C)S(=O)(=O)c1ccc(C(=O)OCC(=O)Nc2ccccc2F)cc1,1380,1744
CC(C(=O)NN=C(c1ccccc1)c1ccccc1)N1CCCC1 (centres undefined),1478,1529
CCOC(=O)N1CCC(NC(=O)c2cccc3c2C(=O)N(Cc2cccnc2)C3)CC1,1586,1911
c1ccc(Cc2nnc3n2N=C(c2ccccc2)CS3)cc1,1303,1667
O=[N+]([O-])c1cccc(/C=N/Nc2nc(NCc3ccccc3)nc(N3CCOCC3)n2)c1,1710,1807
CSCCC(NC(=O)c1ccc(Br)cc1)C(=O)O (centres undefined),1593,1899
O=S(=O)(c1ccc2c(c1)OCCO2)N1CCN(c2nc(-c3cccnc3)nc3ccccc23)CC1,1591,1989
O=S(=O)(NCc1ccccc1F)NCc1ccccc1F,1445,1882
CNc1nc(-c2ccc3c(c2)CCN3C(=O)c2ccccc2F)c(C)s1,1963,2008

# Record cards, as listed above:
# O=S(=O)(c1ccc2c(c1)OCCO2)N1CCN(c2nc(-c3cccnc3)nc3ccccc23)CC1 is entered as SRC3 TRFRET art = 1591; SRC1 TRFRET art = 1989
# c1ccc(Cc2nnc3n2N=C(c2ccccc2)CS3)cc1 is entered as SRC3 TRFRET art = 1303; SRC1 TRFRET art = 1667
# CC1(C)CC(=O)N(CC(=O)N2CCN(c3ncccn3)CC2)c2ccccc2S1(=O)=O is entered as SRC3 TRFRET art = 1588; SRC1 TRFRET art = 1765

# The list goes on.
SMILES,SRC3 TRFRET art,SRC1 TRFRET art
Clc1ccc(-c2csc(N/N=C/c3cccnc3)n2)c(Cl)c1,1511,1735
CC(=O)Nc1cccc(C(=O)OCC(=O)NC(C)c2ccc(F)cc2)c1 (centres undefined),1679,1982
COc1ccc(C(=O)NNC(=O)CCn2nnc(-c3ccc(Cl)cc3)n2)cc1OC,1723,1599
O=C(CNC(=O)c1ccccc1)N/N=C/c1ccc([N+](=O)[O-])s1,1637,1890
O=C(Nc1ccc(Cl)c(Cl)c1)Nc1nnc(CC2=CCCCC2)s1,1540,1562
Cc1ccc(CCCOC(=O)CN2CCCCC2)cc1,1634,2042
O=c1o[nH]c(-c2ccccc2)c1C=Nc1ccc(Cl)cc1,1521,1882
CSc1ncc(CN2CCN(C(C)C)C(CCO)C2)cn1 (centres undefined),1600,1923
COc1ccccc1-c1cc(SC)c(C#N)c(=O)o1,1508,1792
Cc1ccc(-c2cc(C(=O)NN3CCOCC3)c3cc(Br)ccc3n2)o1,1701,2015
CCCN=C1CC(C)(C)CC(=O)/C1=C(/O)CCCN1C(=O)c2ccccc2C1=O,1386,1657
COc1cccc(OC)c1C(=O)NC(=S)Nc1ccc(S(=O)(=O)Nc2nccs2)cc1,1771,1766
COc1ccc(C(=O)N/C(=C\c2ccco2)C(=O)NCc2cccnc2)cc1,1776,1683
Cc1cc(C)c(C)c(OCCOCCNCc2ccccc2)c1,1530,1847
CCCOc1ccc(-c2nc[nH]c2[N+](=O)[O-])cc1,1522,1488
O=C(O)/C=C/C(=O)NCc1cn(-c2ccccc2)nc1-c1cccc(Br)c1,1477,1679
COc1ccc(C(c2sc3nc(C)nn3c2O)N2CC(C)OC(C)C2)cc1OC (centres undefined),1435,1579
CC(C)Nc1nc(NC(C)(C)C)nc(Oc2ccc(=O)n(C)n2)n1,1611,1837
CC(C)CC(NC(=O)C(NC(=O)C(Cc1ccc(OCc2ccccc2)cc1)NC(=O)OC(C)(C)C)C(C)C)C(N)=O (centres undefined),1534,1872
O=C(CSC1=Nc2ccccc2C2CC=NN12)Nc1ccc2c(c1)OCO2 (centres undefined),1749,1882
COc1cc(-c2cc(-c3nnco3)c3ccccc3n2)cc(OC)c1OC,1673,1870
CSc1ncc(CN2CCc3c([nH]c4ccccc34)C2c2cccc(O)c2)cn1 (centres undefined),1527,1740
O=C(Nc1nc2c(s1)CCCC2)c1cc(-c2ccncc2)nc2ccccc12,1843,2024
Cc1ccccc1NCC(=O)N/N=C\C=C\c1cccc([N+](=O)[O-])c1,1486,1739
COc1cccc(C(=O)CN2C(=O)C(C)(C)Oc3ccc(C(=O)N4CCCCCC4)cc32)c1,1886,1796
CCOc1ccccc1Nc1nc(-c2sc(C)nc2C)cs1,1708,1892
COCCOC(=O)c1ccc(NC(=O)COc2ccc([N+](=O)[O-])cc2)cc1,1802,2069
C=CCN1C(=O)C(CCCC)NC1=S (centres undefined),1682,1543
CN(C)c1ccc(C(=O)NC2CCCc3ccccc32)cc1 (centres undefined),1813,1973
O=C(CCN1C(=O)c2ccccc2C1=O)Nc1sc2c(c1C(=O)NCC1CCCO1)CCC2 (centres undefined),1433,1765
S=c1[nH]nc(-c2ccccc2)n1/N=C/c1c[nH]c2ccccc12,1466,1808
O=c1cc(CN2CCN(c3ccc(O)cc3)CC2)nc2scc(-c3ccccc3)n12,1702,1884
Cc1noc(C)c1CSc1nnc(-c2ccccc2)o1,1406,1848
C=CCNC(=S)N1CCN(CCN=CC2=C(O)CC(c3ccc(Cl)cc3)CC2=O)CC1 (centres undefined),1722,1663
COc1ccccc1OCCSc1nc2ccccc2n1CCO,1673,1672
Cc1cc2cc(CNC(=S)NCc3ccccc3)ccc2n1C,1893,1675
O=c1c2ccccc2nc(/C=C/c2cccc([N+](=O)[O-])c2)n1CCO,1615,1949
C[C@@H](C(=O)N1CCNCC1)n1cc(CCC(=O)O)nn1,1496,1517
Cc1cccc(-n2c(SCC(=O)Nc3ncc(Cl)cc3Cl)nc3ccccc32)c1,1523,1531
COc1ccc(CCNC(=O)/C=C/C(=O)O)cc1OC,1434,1710

# Reformatted with two lines to a compound: three of the compounds above.
# Under each structure – SRC3 TRFRET art | SRC1 TRFRET art
O=C(NC1(C(F)(F)F)NC(=O)N(C2CCCCC2)C1=O)C1CC1 (centres undefined)
 : 1570 | 2088
Cc1noc(C)c1CSc1nnc(-c2ccccc2)o1
 : 1406 | 1848
CC(C)Nc1nc(NC(C)(C)C)nc(Oc2ccc(=O)n(C)n2)n1
 : 1611 | 1837

# (listing goes on)
SMILES,SRC3 TRFRET art,SRC1 TRFRET art
COc1ccc(/C=C(/NC(=O)c2ccccc2)C(=O)N/N=C/c2sccc2C)cc1,1657,1842
CC(=O)Nc1ccc(SCC(=O)Nc2ccccc2-c2ccccc2)cc1,1787,1764
c1ccc(-c2nnc(C(c3ccccc3)c3ccccc3)o2)cc1,1505,1671
CC(C)(C)c1ccc(-c2noc(CCC(=O)NCc3ccco3)n2)cc1,1608,1679
COCCN1C(=O)N[C@@H](CCc2ccccc2)C(C(C)=O)=C1C,1561,1460
CCOC(=O)N1CCN(C(=O)CSc2ccc(-c3ccc(OC)cc3)nn2)CC1,1611,1820
Cc1ccc2nc(NS(C)(=O)=O)sc2c1,1640,1512
CCOc1ccccc1N1CCN(C(=O)COc2ccc3c(C)cc(=O)oc3c2)CC1,1687,1949
NC(=O)c1ccc(C(F)(F)F)cn1,1575,2140
CCCCNC(=O)CSc1nc2cc3c(cc2c(=O)n1Cc1ccco1)OCO3,1677,1804
O=C(NN1C(=O)/C(=C/c2cccs2)SC1=S)c1ccccc1,1526,1957
Oc1[nH]c2ccccc2c1C1=NCCCCC1,1515,1642
CSc1ccccc1NC(=O)Nc1cccc(Cl)c1C,1576,1978
COc1ccc2c(COC(=O)CC3Sc4ccccc4NC3=O)cc(=O)oc2c1 (centres undefined),1745,1800
CCN(CC)C(=O)c1cc2c(=O)c3cc(F)ccc3oc2nc1C,1459,1687
Cn1cc(CC(=O)NCCCN2CCOCC2)c2ccccc21,1505,1787
CC1CC(C)CN(c2nc(NCc3ccco3)nc(N)c2[N+](=O)[O-])C1 (centres undefined),1530,2004
O=C(Cn1c(=O)oc2cc(S(=O)(=O)N3CCCC3)ccc21)NCc1ccccn1,1767,1825
Cc1ccc2cc(CCNC(=O)CC(C)(C)C)c(=O)[nH]c2c1C,1637,2061
COc1ccccc1N(CC(=O)NCc1ccc(F)cc1)C(=O)CCC(=O)Nc1ccccn1,1669,1677

# Grouped by structure, those above containing bromine
SMILES,SRC3 TRFRET art,SRC1 TRFRET art
CCn1ncc(Br)c1C(=O)Nc1cc(C(=O)OC)ccc1C(=O)OC,1653,1656
CC(=O)c1cccc(NC(=S)NC(=O)c2ccccc2Br)c1,1448,1829
COC(=O)C(C)(C)ONC(=O)Nc1ccccc1Br,1522,1699
CSCCC(NC(=O)c1ccc(Br)cc1)C(=O)O (centres undefined),1593,1899
Cc1ccc(-c2cc(C(=O)NN3CCOCC3)c3cc(Br)ccc3n2)o1,1701,2015
O=C(O)/C=C/C(=O)NCc1cn(-c2ccccc2)nc1-c1cccc(Br)c1,1477,1679

# (list continues)
SMILES,SRC3 TRFRET art,SRC1 TRFRET art
Cc1cccc(COCC(Cc2ccccc2)N2CCN(C(=O)c3cc(Cl)cc(Cl)c3)CCC2=O)c1 (centres undefined),1752,1831
Cc1cccc(NC(=S)N(C)C2CCCCC2)c1,1754,1839
CC1CCN(C(=O)COC(=O)c2ccccc2NC(=O)c2ccco2)CC1,1379,2103
O=C(Nc1ccc(C(=O)O)cc1)/C(=C\c1ccco1)NC(=O)c1ccccc1,1579,1540
Cc1sc2nc(CSc3ncn[nH]3)[nH]c(=O)c2c1C,1679,1714
O=C(CC1SC(=NCc2ccccc2)NC1=O)Nc1ccccc1 (centres undefined),1586,1730
CCOC(=O)c1cnc(-c2ccccc2)nc1N1CCOCC1,1585,1758
CCCOc1ccc(/C=N/Nc2cccc([N+](=O)[O-])c2)c(O)c1,1475,1801
Cc1cnc(C(=O)OCC(=O)Nc2cc(S(=O)(=O)N3CCCCC3)ccc2Cl)cn1,1664,2173
O=C(O)c1cc([N+](=O)[O-])c(NCCC2=CCCCC2)c([N+](=O)[O-])c1,1647,1819
O=C(NCCCN1CCOCC1)C(=O)NCC1CCCO1 (centres undefined),1452,1857
O=C(COC(=O)c1ccc(Cl)nc1)NCc1cccs1,1456,1703
COC(=O)Cn1c(O)c(N=NC(=O)c2ccc3c(c2)OCO3)c2ccccc21,1518,2020
Cc1ccc(OCc2nnc(SCc3cc(=O)[nH]c4ccccc34)n2-c2ccccc2)cc1,1701,1979
O=C(CN1C(=O)C2C3C=CC(C3)C2C1=O)Nc1cccc(S(=O)(=O)N2CCCC2)c1 (centres undefined),1529,1941
Cc1ccc2cccc(Oc3ncnc4scc(-c5ccc(Cl)cc5)c34)c2n1,1714,1742
Cc1ccc2[nH]c(=O)c(CN(Cc3cccs3)C(=S)NCc3ccco3)cc2c1,1637,1880
COc1ccc(NC(=O)CCN2C(=O)C3C4CCC(C4)C3C2=O)cc1 (centres undefined),1536,2061
O=C(COC(=O)/C=C/c1ccc(Cl)cc1Cl)NCc1ccco1,1653,1844
Cc1cccc(-n2nnc(C(=O)NCc3ccccc3Cl)c2N)c1,1250,1550
COC(=O)C1=C(C)NC(C)=C(C(=O)OC)C1c1ccc(OC(=O)c2oc3ccccc3c2C)c(OC)c1,1759,2156
CCOCCc1nnc(NC(=O)C(C)Oc2ccccc2)s1 (centres undefined),1394,1626
